Screening data from PubChem.
BCLXL inh – blocks human Bcl-xL binding to Bim BH3 peptide; Q07817; GST-Bcl-xL / FITC-Bim BH3 peptide fluorescence polarization; inhibition, % at 10.9 µM; hit rate 0.7% among 320,000; AID 2129;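 active = inhibition above the mean of all tested compounds plus 3 SD, cutoff set per campaign, cut at about 30% in these data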;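 note: 0% = DMSO wells and 100% = unlabeled Bim-BH3 peptide competitor; inhibitors lower millipolarization by displacing the labeled peptide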
CIT2 TOR yeast – yeast TOR pathway CIT2-GFP modulation. S. cerevisiae CIT2-GFP strain, flow cytometry, 3 h; 100 means same as DMSO wells. GFP response vs DMSO, % at 10 µM. hit rate 0.065% among 320,000. AID 2029;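 active = GFP response relative to DMSO above a set limit, near the screen mean plus 3 SD, cut at about 150% in these data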;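 note: ratio of well median GFP fluorescence to mean of DMSO wells on the plate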
AGP1 TOR yeast – modulators of TOR pathway AGP1-GFP in S. cerevisiae | GFP response vs DMSO, % at 10 µM | hit rate 0.02% among 320,000 | S. cerevisiae AGP1-GFP multiplex flow cytometry, 3 h; GFP as percent of DMSO wells;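 active = GFP response relative to DMSO above a set limit, near screen average plus 3 SD, cut at about 150% in these data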;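 note: median GFP channel fluorescence of the gated AGP1 strain per well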
MEX-5 binding – C. elegans MEX-5 TCR-2 RNA binding activity; MEX-5/FITC-TCR2 RNA binding, fluorescence polarization; stronger effect = lower value; AID 1832; Q9XUB2; hit rate 0.38% among 300,000; activity score (negative = inhibition of binding), % at 10 µM;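 active = inhibition past about -25% in most replicates, and total fluorescence under double the plate's negative control median, limit read from the data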;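 note: 0% = DMSO and -100% = 5 µM competing unlabeled TCR2 RNA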
Target sequence (Q9XUB2 whole entry, looked up): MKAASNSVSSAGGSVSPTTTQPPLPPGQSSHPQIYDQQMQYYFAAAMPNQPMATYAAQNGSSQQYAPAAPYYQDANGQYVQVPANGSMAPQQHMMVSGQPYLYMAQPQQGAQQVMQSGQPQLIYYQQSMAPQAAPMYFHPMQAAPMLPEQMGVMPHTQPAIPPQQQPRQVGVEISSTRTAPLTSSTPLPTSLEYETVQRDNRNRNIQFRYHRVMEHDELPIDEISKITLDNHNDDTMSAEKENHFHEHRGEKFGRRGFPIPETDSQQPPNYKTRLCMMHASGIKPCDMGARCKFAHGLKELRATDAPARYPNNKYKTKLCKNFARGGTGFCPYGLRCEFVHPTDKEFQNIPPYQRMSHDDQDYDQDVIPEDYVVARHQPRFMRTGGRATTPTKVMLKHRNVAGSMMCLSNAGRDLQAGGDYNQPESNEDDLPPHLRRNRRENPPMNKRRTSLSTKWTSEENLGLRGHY
VLA-4 inh – inhibition in a human VLA-4 binding assay. P13612. VLA-4 expressing cells, ligand binding flow cytometry. inhibition, % (about 7 µM as worked out from the volumes in the protocol). hit rate 0.2% among 330,000. AID 2557; in the data active = inhibition above about 50%
GRK2 inh – human GRK2 inhibition via aptamer displacement; P25098; bead flow cytometry, FAM-aptamer displacement from GRK2; inhibition of aptamer binding, % at 10 µM; hit rate 0.59% among 330,000; AID 488847;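 active = inhibition of aptamer binding above 40%, roughly 3 SD of noise, on plates passing a quality check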;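 note: median bead fluorescence of bound FAM aptamer so fluorescent compounds give negative values; no value below 0 was filed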
GLD-1 RNA inh – GLD-1-TGE RNA interaction inhibition (C. elegans). Q17339. purified GLD-1 + fluorescein TGE RNA, fluorescence polarization. inhibition, % at 5.96 µM. hit rate 0.44% among 320,000;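 active = percent inhibition above a per-plate cutoff, the plate mean of test compounds plus 3 SD, cut at about 30% in these data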;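 note: 0% = DMSO wells with GLD-1 and probe and 100% = wells lacking GLD-1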
Target sequence (Q17339 whole entry, looked up): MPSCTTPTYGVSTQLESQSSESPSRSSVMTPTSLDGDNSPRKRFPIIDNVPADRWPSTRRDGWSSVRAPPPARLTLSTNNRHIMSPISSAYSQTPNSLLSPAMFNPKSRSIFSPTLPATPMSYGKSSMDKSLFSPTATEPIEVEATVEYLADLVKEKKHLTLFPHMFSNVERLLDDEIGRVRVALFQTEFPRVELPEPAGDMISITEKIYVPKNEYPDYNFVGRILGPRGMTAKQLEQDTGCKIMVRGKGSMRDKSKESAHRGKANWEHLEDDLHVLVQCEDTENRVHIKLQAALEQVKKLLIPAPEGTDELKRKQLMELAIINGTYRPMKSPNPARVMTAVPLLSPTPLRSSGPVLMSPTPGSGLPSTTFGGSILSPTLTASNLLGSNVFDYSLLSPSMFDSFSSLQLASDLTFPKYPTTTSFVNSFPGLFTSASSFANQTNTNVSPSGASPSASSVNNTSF
CR mimetic SO – lowers age-related superoxide in aged yeast cells | S. cerevisiae aged cells, superoxide DHE fluorescence; stronger effect = lower value | superoxide response (% of plate mean), % at 10 µM | hit rate 0.18% among 330,000;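 active = superoxide response under a set limit, about three screen SD below normal, cut at about 65% in these data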;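 note: yeast aged for seven days with compound at 30 °C before DHE staining; 100% = average MFI of all compound-treated wells on the plate with controls excluded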
MCL1-BIM inh – disrupts human MCL1 binding to BIM-BH3 peptide. AID 2057. GST-MCL1 / FITC-Bim-BH3 fluorescence polarization. hit rate 0.68% among 320,000. inhibition, % at 10.9 µM;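 active = inhibition above the mean inhibition of all tested compounds plus 3 SD, set per campaign, cut at about 40% in these data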;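 note: 0% = DMSO wells and 100% = unlabeled Bim-BH3 peptide control; higher means more loss of mP so more displacement of Bim peptide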
* marks the source's active call; other numbers are inactive results; . = not tested or not shown; [ ] = another dose, or the depositor's remark.

SMILES	BCLXL inh	CIT2 TOR yeast	AGP1 TOR yeast	MEX-5 binding	VLA-4 inh	GRK2 inh	GLD-1 RNA inh	CR mimetic SO	MCL1-BIM inh
CCOC(=O)C1CCCN(C(=O)c2ccc3c(c2)N(Cc2ccccc2)C(=O)c2ccccc2S3=O)C1 (centres undefined)	0	102	99	-2.5	22	4	-4	116	5
Cc1ccc(NC(=S)NNC(=S)Nc2cccc(C(F)(F)F)c2)cc1	10	103	107	-1.5	14	2	13	93	6
NC(=O)COC(=O)c1sc2ccccc2c1Cl	1	95	93	-0.8	-2	2	5	117	-7
CCN(CC(=O)Nc1c(F)cccc1F)C(=O)c1ccc(Cl)c(S(=O)(=O)N2CCCCC2)c1	3	99[may fluoresce green]	101[may fluoresce green]	2.8	7	0	-1	89	4
COc1cccc(-c2csc(N3CCN(C(=S)Nc4ccccc4Cl)CC3)n2)c1	1	90	93	-1.1	22	1	2	118	-2
O=C(COC(=O)c1cc[n+]([O-])cc1)Nc1ccc(Cl)cc1[N+](=O)[O-]	7	100	98	-1.2	0	0	0	115	-5
CCOC(=O)c1ccc(NC(=O)CSc2nccn2C)cc1	1	97	99	-1.0	5	2	1	94	-5
COC(=O)CS(=O)(=O)c1nnc([C@H](Cc2ccccc2)NC(=O)OC(C)(C)C)o1	5	115	83	-1.7	35	0	4	93	6
COc1ccccc1CNC(=O)[C@H](C)N1C(=O)N2CCc3c([nH]c4ccccc34)[C@@]2(C)C1=O	5	99	101	-0.3	-8	0	-2	79	1
OC(CN1CCOCC1)CN(c1ccccc1)c1ccccc1 (centres undefined)	5	88	93	-1.3	4	0	-2	101	8
CCOC(=O)N1CCC(NC(=O)c2cc(COc3ccc(F)cc3Cl)on2)CC1	5	106	92	4.3	8	0	-2	106	-1
COc1ccc(C(CC(=O)NCc2ccccc2)C(C)C)cc1 (centres undefined)	0	86	101	.	-5	1	-4	104	0
CCOc1ccc(NC(=O)CC2C(=O)N(C)C(=S)N2Cc2ccc3c(c2)OCO3)cc1 (centres undefined)	2	86	.	-2.5	-3	0	-2	104	3
O=C1C(=O)c2c(C(=O)c3ccccc3)coc2-c2ccccc21	10	89	94	-3.0	-8	3	-2	110	5
CCCCCCCCC(=O)NNC(=O)c1c(O)c2ccccc2n(CCC)c1=O	2	80	102	0.2	5	0	3	88	5
OC1CCCN(Cc2ccc3c(c2)Cc2ccccc2-3)C1 (centres undefined)	3	106	107	-0.6	-2	0	2	91	9
CN(C)CCCNC(=S)N1CCn2c(nc3ccccc32)C1	5	96	98	-0.9	3	2	0	108	-3
COCCC(=O)N1CCC(Oc2ccc(C(=O)NCCc3ccccn3)cc2)CC1	1	97	97	0.5	1	2	4	94	-2
Cc1ccc(-c2csc3nc[nH]c(=S)c23)cc1C	7	117	132	-3.1	4	2	8	92	12
CC1CN(S(=O)(=O)c2cccc(C(F)(F)F)c2)CN1C(=O)N1CCOCC1 (centres undefined)	4	107	105	-1.6	4	1	-1	87	-1
CC(CCN1CCN=C1Nc1ccccc1)c1ccccc1 (centres undefined)	5	95	84	-0.5	-4	2	0	103	4
CCOc1ccc(S(=O)(=O)N2CCCCC2)c2ccccc12	-4	87	95	3.3	7	1	9	100	-1
COc1ccc(-c2c(C)nn3c(N4CCN(Cc5ccccc5)CC4)cc(C)nc23)cc1OC	3	110	101	0.8	16	0	2	110	4
CC(C)=CCOc1ccc([C@@H]2COc3c(ccc4c3C=CC(C)(C)O4)C2)c(O)c1	-2	97	97	-1.0	-14	0	11	94	3
COc1ccc(S(=O)(=O)N[C@H](C(=O)N2CC[C@@]3(O)CCCC[C@H]3C2)c2ccccc2)cc1	4	96	102	0.8	20	0	3	116	-1
SMILES	BCLXL inh	CIT2 TOR yeast	AGP1 TOR yeast	MEX-5 binding	VLA-4 inh	GRK2 inh	GLD-1 RNA inh	CR mimetic SO	MCL1-BIM inh
Cn1c(SCC(=O)NC2CC2)nnc1-c1ccccc1	-1	102	98	-2.3	5	4	1	103	-2
O=C(c1ccccc1)c1nc2ccccc2n(CCCn2c(=O)c(C(=O)c3ccccc3)nc3ccccc32)c1=O	-3	101	108	0.6	0	0	-6	109	-6
CC(C)C[C@H](NC(=O)c1cc2cc(Cl)ccc2n1C)C(=O)N1CCC[C@H]1C(=O)O	5	108	105	0.9	-17	0	-10	93	-1
CCCC[C@@H]1CCCO[C@@](C(=O)NCc2cc(C)n(C)n2)(C(F)(F)F)C1	5	86	89	1.1	17	0	2	99	2
COc1ccc(S(=O)(=O)N(CC(=O)Nc2ccc(S(=O)(=O)N3CCOCC3)cc2)c2ccccc2)cc1	3	106	103	2.8	7	0	6	95	3
Cc1cc(C)c(S(=O)(=O)c2ccccc2)c(OC(=O)c2cc(F)c(F)cc2Cl)n1	5	100	87	-0.5	-14	0	3	90	-2
Fc1ccc(NCc2nnc(SCc3nnc(-c4ccccc4)o3)n2Cc2ccccc2)cc1	-13	.	102	0.2	-1	0	-1	90	-9
C=CC[C@@H](Cc1ccc(F)cc1)C(=O)OC[C@@H]1CCCN1C(=O)[C@H](CC=C)CC(=O)N[C@H](CO)Cc1ccccc1	.	100	99	.	-3	2	0	95	.
Cc1ccc(C2(CC(=O)O)CCOC(C)(C)C2)cc1 (centres undefined)	4	99	106	1.2	4	0	0	102	7
CN(C)c1nc(C(F)(F)F)cc(=O)[nH]1	-10	104	98	-0.2	5	0	3	82	-24
CCOC(=O)C1=C(C)NC(=S)NC1C (centres undefined)	1	108	103	-0.2	-8	0	3	118	8
COCc1[nH]nc2c1C(c1cccc(OC)c1)C(C#N)=C(N)O2 (centres undefined)	5	107	109	0.3	-10	3	-1	93	11
CC(=O)Nc1ccc(S(=O)(=O)Nc2ccc(NC(=O)c3ccco3)cc2)cc1	3	103	106	-0.7	0	5	2	104	-3
CSCCC(NC(=O)c1ccccc1Cl)C(=O)N1CC(C)OC(C)C1 (centres undefined)	0	98	100	.	17	2	3	106	-1
CC(CC(=O)NCc1ccccc1)C1CCCO1 (centres undefined)	-1	89	91	-2.4	10	2	3	95	-5
CCOC(=O)C1=C(N)OC2=C(C(=O)CCC2)C1c1ccccc1OCC (centres undefined)	4	92	91	-0.7	7	2	-1	71	5
Cn1ncc(Cl)c1C(=O)N/N=C/c1cccc(OC2CSC2)c1	4	102	92	-36*	13	4	4	72	7
Cc1ccc(NC(=O)CN2C(=O)C3CC=C(Cl)CC3C2=O)cc1 (centres undefined)	2	95	91	-1.4	-6	0	2	105	8
COc1cc(OC)nc(Oc2cccc(C(F)(F)F)c2)n1	-2	120	111	1.9	8	3	-1	104	1
Nc1nc(-c2ccc3c(c2)OCCO3)c(CC(=O)O)s1	.	105	99	1.8	3	0	.	95	.
COc1ccccc1NC(=O)COc1ccc(-c2nn(C)c(=O)c3ccccc23)cc1	0	104	99	0.1	30	0	3	91	-4
O=C(c1ccc(F)cc1)N1CCC(C(=O)N2CCN(c3ncccn3)CC2)CC1	.	113	102	.	0	0	-5	81	.
COc1ccccc1N1CCN(C2CC(=O)N(c3ccc(F)cc3)C2=O)CC1 (centres undefined)	8	104	101	-0.6	5	0	6	101	6
CN1CCN(c2ccccc2NC(=O)c2ccc(-c3ccc(Br)cc3)o2)CC1	5	100	84	0.1	12	0	-8	98	-1
O=C1C(C=Nc2ccccc2)=C(O)c2ccccc21	11	93	87	0.6	1	0	-13	104	6

Compounds above that contain an NH in an aromatic ring:
SMILES	BCLXL inh	CIT2 TOR yeast	AGP1 TOR yeast	MEX-5 binding	VLA-4 inh	GRK2 inh	GLD-1 RNA inh	CR mimetic SO	MCL1-BIM inh
COc1ccccc1CNC(=O)[C@H](C)N1C(=O)N2CCc3c([nH]c4ccccc34)[C@@]2(C)C1=O	5	99	101	-0.3	-8	0	-2	79	1
Cc1ccc(-c2csc3nc[nH]c(=S)c23)cc1C	7	117	132	-3.1	4	2	8	92	12
CN(C)c1nc(C(F)(F)F)cc(=O)[nH]1	-10	104	98	-0.2	5	0	3	82	-24
COCc1[nH]nc2c1C(c1cccc(OC)c1)C(C#N)=C(N)O2 (centres undefined)	5	107	109	0.3	-10	3	-1	93	11

New compounds follow.
SMILES	BCLXL inh	CIT2 TOR yeast	AGP1 TOR yeast	MEX-5 binding	VLA-4 inh	GRK2 inh	GLD-1 RNA inh	CR mimetic SO	MCL1-BIM inh
CCC1(c2ccccc2)NC(=O)N(CC(=O)Nc2ccc3c(c2)OCO3)C1=O (centres undefined)	-3	103	104	1.7	-9	3	0	100	2
C#CCOCCOCCOCCNc1nc(N2CCN(C(=O)Cn3cc(CCCCN)nn3)CC2)nc(N2CCN(C(=O)[C@H]([C@@H](C)CC)n3cc(CCCN=C(N)N)nn3)CC2)n1	-5	102	105	.	-13	0	5	106	-3
C/C(CCc1ccccc1)=N\NC(=O)c1ccccc1	2	105	104	2.0	2	0	-6	101	13
CCN1CCN(C(=O)c2cc(S(=O)(=O)Nc3ccc(S(C)(=O)=O)cc3)ccc2Cl)CC1	1	90	103	-1.6	0	1	4	106	-5
Cc1ncc(CN2CCN(C(C)C)C(CCO)C2)s1 (centres undefined)	5	.	94	-0.2	11	2	4	107	2
COCCN1Cc2cccc(C(=O)Nc3cc(OC)ccc3OC)c2C1=O	3	92	99	-1.6	2	2	1	99	3
COc1ccccc1C(=O)NNC(=S)NC(=O)c1ccco1	6	89	102	-1.0	3	0	7	86	20
Cc1cccc(OCC(=O)Nc2cccc(O)c2)c1	4	107	105	1.1	-1	3	3	94	3
CC(C)C(=O)OCC(=O)Nc1ccc2c(c1)CCC2	7	86	90	-2.7	15	1	4	104	7
FC(F)(F)c1cccc(-n2cccc2/C=N/n2cnnc2)c1	-7	105	107	3.6	-17	0	3	109	-22
NNC(=O)c1cccc(Cn2cc(Br)c([N+](=O)[O-])n2)c1	3	95	102	1.9	-3	0	6	97	5
COC(=O)C(Nc1ccccc1Cl)(c1cc(C)c(O)c(C)c1)C(F)(F)F (centres undefined)	3	102	100	0.7	-1	0	-1	85	3
C=CCOc1ccc(C2NC(=S)NC3=C2CCc2ccccc23)cc1 (centres undefined)	-1	95	100	-1.2	7	6	-1	111	-4
CCOc1nc(Nc2ccc(OC)cc2)nc(N2CCOCC2)n1	-2	99	102	.	3	2	6	98	-12
Oc1ccccc1C1=Nc2ccccc2N=C(c2cccs2)C1	4	95	92	-6.8	2	2	4	86	1
Cc1ccc(CC(=O)N(C)CC(=O)Nc2ccc(N3CCOCC3)cc2)cc1C	2	101	104	-0.4	-8	2	3	79	7
CCOc1ncccc1C(=O)OCC(=O)Nc1ccc(C(C)C)cc1	0	101	100	-1.1	-3	0	-8	89	-2
Cc1ccc(C(=O)N/C(=C\c2ccco2)C(=O)NCCCn2ccnc2)cc1C	1	.	98	3.9	7	0	1	97	0
Cc1onc(C(=O)N2CCC(Cc3ccccc3)CC2)c1[N+](=O)[O-]	8	132	110	2.9	-27	7	-2	83	10
CCC(Sc1nc2ncccc2[nH]1)C(=O)NCCc1ccccc1 (centres undefined)	6	123	112	-0.8	-9	1	0	89	10
O=[N+]([O-])c1ccc(N2CCCCC2)nc1N1CCCCC1	2	89	96	-0.4	-1	2	7	90	-1
CC(C)CC(c1nnnn1C1CCCCC1)N1CCN(c2ncccn2)CC1 (centres undefined)	-2	.	94	0.3	1	0	-3	93	0
Cc1cc(C)c(NC(=O)CCCN2CCCC2)c(C)c1	4	99	104	-1.6	-2	0	6	95	3
Cc1ccc(S(=O)(=O)N(C)c2ccc(OC(=O)c3cccs3)cc2)cc1	.	94	101	.	-6	1	6	90	.
O=C(CNCc1ccccc1)Nc1cccc(Cl)c1Cl	1	91	92	-1.6	5	3	3	120	2
O=S(=O)(c1cccc2nsnc12)N1CCN(C/C=C\c2ccccc2)CC1	8	99	97	-0.5	-1	1	3	94	5
